# Assay outcomes (PubChem BioAssay)
# RXFP1 antagonist: qHTS Assay for Antagonists of the Relaxin Receptor RXFP1. Relaxin receptor 1 (Homo sapiens), Q9HBX9. AID 1259400, 2018. 350,000 compounds, 0.59% hits. activity change, negative = inhibition, % at 57.5 µM. HEK293-RXFP1, relaxin-stimulated cAMP HTRF, 30 min; stronger effect = lower value;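 active = activity change of -60% or lower, but not beyond a set lower limit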; note: % is set by controls: 0 for no effect and ±100 for the full control effect
# D2 antag: HTS Assay for Allosteric Antagonists of the Human D2 Dopamine Receptor: Primary Screen for Antagonists. AID 485344, 2010. inhibition, % at 10 µM. HEK293 TREx D2 cells, calcium flux, dopamine EC80. D(2) dopamine receptor (Homo sapiens), P14416. 340,000 compounds, 2% hits; in the data active = inhibition above about 30%; note: 0% is about no effect
# Target sequence (P14416 whole entry, looked up): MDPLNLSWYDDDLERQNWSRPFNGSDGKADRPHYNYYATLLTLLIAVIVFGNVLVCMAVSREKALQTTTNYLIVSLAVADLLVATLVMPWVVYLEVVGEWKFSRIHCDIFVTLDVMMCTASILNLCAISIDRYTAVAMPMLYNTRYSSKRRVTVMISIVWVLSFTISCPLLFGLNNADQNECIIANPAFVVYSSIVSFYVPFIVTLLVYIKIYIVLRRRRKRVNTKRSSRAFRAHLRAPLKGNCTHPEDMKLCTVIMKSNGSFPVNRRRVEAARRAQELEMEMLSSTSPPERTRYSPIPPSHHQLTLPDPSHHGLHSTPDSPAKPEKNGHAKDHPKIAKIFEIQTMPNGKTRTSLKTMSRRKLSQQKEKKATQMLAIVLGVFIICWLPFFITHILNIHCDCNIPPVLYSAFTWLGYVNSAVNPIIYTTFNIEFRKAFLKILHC
#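 Calcium mobilization kinetics were recorded at 1 s intervals in tetracycline-induced HEK293 T-REx D2 cells, first for 180 s after compound addition and then 180 s after EC80 dopamine.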
# TRHR PAM: qHTS for Small Molecule Agonists and Allosteric Enhancers of Human TRH Receptor: Primary Screen for Enhancers; Thyrotropin-releasing hormone receptor (Homo sapiens), P34981; TRHR cells, fluo-8 calcium fluorescence, EC20 TRH enhancement; enhancement, % at 2 µM; 360,000 compounds, 0.66% hits; in the data active = enhancement above about 30%; note: 0% is about no effect
#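 TRHR-expressing cells loaded with fluo-8 calcium dye were read kinetically (ex 480/em 530) during compound addition, then stimulated with an EC20 of TRH (10 nM final). Enhancement of the Gq-mediated intracellular calcium response was scored.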
# TRHR ag: qHTS for Small Molecule Agonists and Allosteric Enhancers of Human TRH Receptor: Primary Screen for Agonists; Thyrotropin-releasing hormone receptor (Homo sapiens), P34981; TRHR cells, calcium flux fluo-8, FDSS agonist mode; activation, % at 2 µM; 360,000 compounds, 0.18% hits; AID 493084, 2011; note: 0% is about no effect
#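 Fluo-8-loaded TRHR cells; 10 s baseline, compound added, kinetic Ca2+ fluorescence read 1/s, agonist mode.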
# D1 antagonist: Antagonist of Human D 1 Dopamine Receptor: qHTS; D(1A) dopamine receptor (Homo sapiens), P21728; HEK293 TREx D1 cells, calcium flux, dopamine EC80; stronger effect = lower value; activity change, negative = inhibition, % at 10 µM; 360,000 compounds, 3.2% hits; AID 504652, 2011; in the data active = activity change below about -30%; note: % is set by controls: 0 for no effect and ±100 for the full control effect
# Target sequence (P21728 whole entry, looked up): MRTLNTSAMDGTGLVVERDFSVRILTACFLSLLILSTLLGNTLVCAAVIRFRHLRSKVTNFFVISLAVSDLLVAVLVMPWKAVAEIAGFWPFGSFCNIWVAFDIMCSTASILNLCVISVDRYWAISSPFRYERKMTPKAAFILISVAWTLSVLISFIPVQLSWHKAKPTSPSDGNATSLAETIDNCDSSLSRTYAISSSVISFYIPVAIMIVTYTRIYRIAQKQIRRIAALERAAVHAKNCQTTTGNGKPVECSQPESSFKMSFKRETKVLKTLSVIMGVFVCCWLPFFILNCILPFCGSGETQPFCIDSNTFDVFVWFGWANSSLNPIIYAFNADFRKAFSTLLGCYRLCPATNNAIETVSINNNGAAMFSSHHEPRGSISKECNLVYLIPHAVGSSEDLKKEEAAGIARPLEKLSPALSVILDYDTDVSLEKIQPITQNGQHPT
#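 After overnight tetracycline induction at 30 C, force-coupled D1 HEK293 cells took up a no-wash calcium dye at room temperature. Compounds were added and monitored 180 s, and the response to EC80 dopamine was then recorded.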
# D1 potentiator: Potentiators of Human D1 Dopamine Receptor: qHTS; D(1A) dopamine receptor (Homo sapiens), P21728; HEK293 TREx D1 cells, calcium flux, dopamine EC20 potentiation; potentiation, % at 10 µM; 360,000 compounds, 0.036% hits; AID 504651, 2011; in the data active = potentiation above about 30%; note: 0% is about no effect
# D1 ag: Allosteric Agonists of the Human D1 Dopamine Receptor: qHTS | D(1A) dopamine receptor (Homo sapiens), P21728 | HEK293 T-REx D1 cells, calcium flux, agonist mode | activation, % at 2 µM | 360,000 compounds, 1% hits | AID 504660, 2011; note: 0% is about no effect
#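 Inducible HEK293 T-REx D1 cells, force-coupled to calcium signalling, were plated at 4000 cells/well with tetracycline and held overnight at 30 C. After no-wash calcium dye loading, compound-evoked calcium rise over 180 s flagged agonists.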
# D2 potentiator: HTS Assay for Positive Allosteric Modulators of the Human D2 Dopamine Receptor: Primary Screen for Potentiators | D(2) dopamine receptor (Homo sapiens), P14416 | HEK293 T-REx D2, calcium flux, EC20 dopamine potentiation | potentiation, % at 10 µM | 340,000 compounds, 0.34% hits;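 active = potentiation over 3 SD above the plate norm, cut at about 30% in these data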; note: 0% is about no effect
#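 Tetracycline-induced HEK293 T-REx cells force-coupled to calcium signalling expressed D2; compounds were pin-added after a 10 s baseline, read kinetically 180 s, then an EC20 dopamine challenge followed with a further 180 s calcium read.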
# D2 agonist: HTS Assay for Allosteric Agonists of the Human D2 Dopamine Receptor: Primary Screen for Agonists | AID 485358, 2010 | HEK293 T-REx D2 cells, calcium flux agonist mode | activation, % at 2 µM | D(2) dopamine receptor (Homo sapiens), P14416 | 340,000 compounds, 0.53% hits;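 active = activation over 3 SD above normal in the single-dose calcium agonist read, cut at about 30% in these data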; note: 0% is about no effect
#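 Agonism is scored from calcium flux in a force-coupled, inducible HEK293 cell line expressing D2, read kinetically for 180 s after compound addition against dopamine controls.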
# Numbers without * were called inactive; / = no result given. Cut-off read from the data, not from the text of the source, unless noted: active = activation above about 30%; inactive = the rest.
[1] O=C(COC(=O)COc1ccc(Cl)cc1)Nc1ncc(Br)s1
[2] CC(C)(C)NCc1cccn1-c1sc2c(c1C#N)CCCC2
[3] C=CCn1c2ccccc2c2nnc(SCC(=O)OCN3C(=O)c4ccccc4C3=O)nc21
[4] Cc1c(C(=O)N2CCC(C)CC2)c(S(=O)(=O)Nc2cccc(C(F)(F)F)c2)c(C)n1C
[5] Cc1ccc(/C=C(\NC(=O)c2ccccc2)C(=O)NCC2CCCO2)o1 (stereo not drawn)
[6] Cc1cccc(-n2ccc(=O)c(C(=O)Nc3ccc(S(=O)(=O)Nc4nccc(C)n4)cc3)n2)c1
[7] N#Cc1c(Nc2ccccc2)sc(C(=O)c2ccccc2)c1N
[8] COC(=O)c1ccc(C(=O)OC)c(NS(C)(=O)=O)c1
screen / no.	1	2	3	4	5	6	7	8
RXFP1 antagonist	-19	0	2	-14	14	22	-11	-4
D2 antag	-3	-2	-9	/	-1	5	/	10
TRHR PAM	-5	3	4	-13	-2	0	-8	-2
TRHR ag	-0.1	-0.1	0.0	-0.1	0.2	0.2	-0.6	0.3
D1 antagonist	-22	2	-10	-1	-8	8	-16	-8
D1 potentiator	-5	-4	-1	2	-3	0	-5	2
D1 ag	3	4	1	2	0	2	4	1
D2 potentiator	-9	-9	16	-2	0	7	/	-5
D2 agonist	-0.4	-0.3	1.0	-3.1	-0.7	0.3	/	-1.3

[9] O=C1CS(=O)(=O)C2(C(=O)N(Cc3ccccc3Cl)c3ccccc32)N1c1ccc(F)cc1 (stereo not drawn)
[10] Cc1c(Br)cc(F)c([S+](=O)([O-])N2CCN([S+](=O)([O-])c3ccc4c(c3)OCCO4)CC2)c1F
[11] Cc1ccc(NC(=O)c2sc3ncnc(N(C)C4CCCCC4)c3c2C)c(C)c1
[12] OC(C#CCCN1CCCCC1)(c1ccccc1)C1CCCCC1 (stereo not drawn)
[13] COc1ccccc1C(=O)NC(C)C(c1cccs1)N1CCOCC1 (stereo not drawn)
[14] CN1CCN(S(=O)(=O)c2cccs2)CC1
[15] O=C(Nc1ccc(F)cc1)C(=O)c1c(O)[nH]c2ccc([N+](=O)[O-])cc12
[16] COC(=O)NCCOc1nc(N(C)C)nc(N(C)C)n1
screen / no.	9	10	11	12	13	14	15	16
RXFP1 antagonist	/	/	0	0	3	-6	18	2
D2 antag	/	/	/	11	-14	8	-2	-9
TRHR PAM	4	-2	0	2	3	15	6	2
TRHR ag	0.4	1.2	0.2	0.4	-0.7	1.4	0.4	-0.5
D1 antagonist	-21	-29	1	6	3	1	-27	-5
D1 potentiator	-7	3	-2	-9	-5	-3	-3	-5
D1 ag	6	1	1	6	0	3	0	2
D2 potentiator	-2	/	10	-14	/	5	-22	0
D2 agonist	-1.2	/	0.2	1.3	4.5	-0.5	-0.1	0.3

[17] O=C1Nc2ccccc2C1(O)c1ccccc1O (stereo not drawn)
[18] N#Cc1ccccc1S(=O)(=O)N1CCN(C(=O)c2cc(=O)[nH]c3ccccc23)CC1
[19] CSCCC(NC(=O)COc1ccccc1)C(=O)OCc1ccc([N+](=O)[O-])cc1 (stereo not drawn)
[20] CN(CC(=O)Nc1cccc(F)c1)C(=O)CCCc1c[nH]c2ccccc12
[21] O=C(/C=C/c1ccco1)Nc1ccccc1C(=O)Nc1cccc(C(=O)O)c1
[22] C1CCN(c2nc3nonc3nc2N2CCCCC2)CC1
[23] CCN1C(=O)c2ccccc2S(=O)c2ccc(C(=O)NCc3ccc(Cl)cc3)cc21 (stereo not drawn)
[24] CCN1C/C(=C/c2sccc2C)c2nc3ccccc3c(C(=O)O)c2C1
screen / no.	17	18	19	20	21	22	23	24
RXFP1 antagonist	10	-2	-1	8	2	4	-13	-3
D2 antag	2	/	19	8	-8	4	/	7
TRHR PAM	4	7	-6	-5	-3	0	-7	8
TRHR ag	1.8	0.2	-0.6	0.6	-0.5	-0.1	0.3	6.4
D1 antagonist	4	28	-26	-12	-6	10	-1	-15
D1 potentiator	6	/	-5	4	7	-4	-3	-4
D1 ag	2	2	6	8	2	1	5	4
D2 potentiator	9	5	8	6	15	-6	-24	19
D2 agonist	0.7	/	1.5	0.5	-0.2	0.7	-0.2	-0.4

# 9 neighbouring records out of the list so far:
[13] COc1ccccc1C(=O)NC(C)C(c1cccs1)N1CCOCC1 (stereo not drawn)
[14] CN1CCN(S(=O)(=O)c2cccs2)CC1
[15] O=C(Nc1ccc(F)cc1)C(=O)c1c(O)[nH]c2ccc([N+](=O)[O-])cc12
[16] COC(=O)NCCOc1nc(N(C)C)nc(N(C)C)n1
[17] O=C1Nc2ccccc2C1(O)c1ccccc1O (stereo not drawn)
[18] N#Cc1ccccc1S(=O)(=O)N1CCN(C(=O)c2cc(=O)[nH]c3ccccc23)CC1
[19] CSCCC(NC(=O)COc1ccccc1)C(=O)OCc1ccc([N+](=O)[O-])cc1 (stereo not drawn)
[20] CN(CC(=O)Nc1cccc(F)c1)C(=O)CCCc1c[nH]c2ccccc12
[21] O=C(/C=C/c1ccco1)Nc1ccccc1C(=O)Nc1cccc(C(=O)O)c1
screen / no.	13	14	15	16	17	18	19	20	21
RXFP1 antagonist	3	-6	18	2	10	-2	-1	8	2
D2 antag	-14	8	-2	-9	2	/	19	8	-8
TRHR PAM	3	15	6	2	4	7	-6	-5	-3
TRHR ag	-0.7	1.4	0.4	-0.5	1.8	0.2	-0.6	0.6	-0.5
D1 antagonist	3	1	-27	-5	4	28	-26	-12	-6
D1 potentiator	-5	-3	-3	-5	6	/	-5	4	7
D1 ag	0	3	0	2	2	2	6	8	2
D2 potentiator	/	5	-22	0	9	5	8	6	15
D2 agonist	4.5	-0.5	-0.1	0.3	0.7	/	1.5	0.5	-0.2

# Next part
entry | molecule | RXFP1 antagonist | D2 antag | TRHR PAM | TRHR ag | D1 antagonist | D1 potentiator | D1 ag | D2 potentiator | D2 agonist
25 | Cc1ccc(S(=O)(=O)N(CC(O)CN2C(=O)NC(C)(C)C2=O)c2cccc([N+](=O)[O-])c2)cc1 (stereo not drawn) | 14 | 30* | 9 | -0.7 | 3 | -4 | 1 | -12 | -0.2
26 | CCC(C(=O)Nc1ccc(C(C)C)cc1)n1nc(C)n2c(cc3cc(C)ccc32)c1=O (stereo not drawn) | / | / | 9 | -0.8 | 9 | -2 | 1 | 0 | 0.3
27 | CCOC(=O)c1c(C)[nH]c(C)c1S(=O)(=O)N(C)CC(=O)Nc1ccc(C)cc1C | / | / | 5 | -0.5 | 6 | -4 | 3 | -3 | 0.1
28 | COc1cccc(NC(=O)CN(C)C(=O)c2cn(-c3ccccc3)nc2-c2cccs2)c1 | 5 | -13 | -3 | 0.4 | -13 | -2 | 4 | 1 | -0.4
29 | Cc1cccc(N(Cc2ccccc2)C(=O)c2ccc(F)c(S(=O)(=O)N3CCOCC3)c2)c1 | -14 | 0 | -7 | 0.2 | 3 | -6 | 3 | -2 | 0.0
30 | CCOC(=O)c1c(NC(=O)COC(=O)Cc2n[nH]c(=O)c3ccccc23)sc(C(=O)N(C)C)c1C | -16 | -6 | 9 | -0.3 | -10 | -10 | 2 | -6 | 0.0
31 | CN(C[C@H](c1ccccc1)N(C[C@H](Cc1ccccc1)N(CCc1ccccc1)N=O)N=O)N=O | / | 7 | -8 | 0.1 | -11 | -3 | -3 | 10 | 0.2
32 | CCCCC(=O)OCc1cc(=O)n2nc(C3CCCCC3)sc2n1 | / | / | 4 | -0.1 | 2 | -6 | 2 | 8 | 1.4
33 | Cc1ccc(C(=O)c2cn(Cc3ccccc3)c3ccccc3c2=O)cc1 | / | / | -3 | -0.1 | 2 | 2 | 3 | 15 | 0.3
34 | CCOc1cc(/C=N/NC(=O)c2cccnc2)ccc1OCC(N)=O | 8 | 5 | 1 | 0.2 | 1 | -3 | 1 | 11 | 0.2
35 | NNC(=O)c1oc2nc(-c3ccc(Cl)cc3)cc(-c3ccccc3)c2c1N | 27 | 1 | -5 | 0.7 | 2 | -7 | 4 | -1 | -0.5
36 | COc1ccc(-c2noc(C3CCCN(C(=O)c4cccc(C)c4)C3)n2)cc1 (stereo not drawn) | -9 | 2 | -3 | -0.9 | -22 | -14 | 4 | -2 | 1.2
37 | O=C(NCc1ccccn1)C1CCCN(Cc2cnn(-c3ccccc3)c2-n2cccc2)C1 (stereo not drawn) | -1 | -5 | 1 | -0.5 | -8 | -5 | 1 | 1 | -0.3
38 | COc1ccc2c(OC)c3ccoc3nc2c1OC | / | 18 | 3 | -0.8 | -8 | 2 | 0 | 11 | 0.3
39 | Cc1csc(NC(=O)C2CCN(S(=O)(=O)c3ccccc3)CC2)n1 | -4 | / | 12 | -0.1 | -3 | -3 | 5 | -4 | /
40 | CC(C)(C)/C(O)=C/c1nc2ccccc2[nH]c1=O | -5 | / | 5 | 0.5 | -7 | -1 | 45* | 18 | /
41 | COc1ccc(-c2cn3cccnc3n2)cc1Br | -11 | -3 | 0 | 0.0 | -6 | -2 | 1 | -2 | 1.2
42 | NS(=O)(=O)c1ccc(CCN2C(=O)CCC2=O)cc1 | -8 | 4 | -2 | 0.5 | -6 | 5 | 8 | -12 | 1.2
43 | O=CNCCc1nc2ccccc2n1CCc1ccccc1 | 1 | 3 | 3 | -0.1 | 24 | -3 | 3 | -3 | 0.4
44 | CC1CC(C)CN(c2cc(N(C)CCO)c([N+](=O)[O-])c3nonc23)C1 (stereo not drawn) | -4 | 18 | -4 | -1.2 | 21 | -1 | -4 | 14 | -0.2
45 | CCOc1cccc(-c2nnc(SCC(=O)Nc3cccc(OC)c3)n2N)c1 | -10 | -1 | -3 | -0.9 | 7 | 0 | 1 | -1 | -0.6
46 | COc1cccc(NC(=O)CSc2nc(=O)n(Cc3cccnc3)c3c2CCC3)c1 | / | / | 7 | -0.6 | / | 5 | -1 | -8 | 1.0
47 | CC(NC(=O)c1ccc(Br)s1)c1ccncc1 (stereo not drawn) | 11 | -8 | -4 | 1.6 | 2 | 1 | 2 | -3 | -0.6
48 | COc1cccc(NC(=O)CN(C)C(=O)c2c(C)noc2C)c1 | -10 | -3 | 4 | 0.2 | 11 | 5 | 0 | 4 | 0.5
49 | O=c1c2ccccc2oc2cc(OCc3ccc(F)cc3)cc(O)c12 | 1 | / | 5 | 0.9 | 3 | -2 | 2 | / | /
50 | O=Cc1ccc2cccnc2n1 | -22 | 1 | 6 | -0.5 | -2 | 0 | -1 | -2 | -1.0
51 | CC(C)(CO)CNC(=O)CCc1nnc(-c2ccc(-c3ccccc3)cc2)o1 | 3 | 6 | -9 | 0.4 | -14 | 3 | 13 | 0 | 0.8
52 | COc1ccc(NC(=O)COC(=O)CN2C(=O)C3CCCCC3C2=O)cc1OC (stereo not drawn) | 5 | -9 | 19 | 1.8 | -6 | -5 | 4 | -6 | 0.2
